NCOA2 inhibitor = human SRC2 (NCOA2) inhibition | inhibition, % at 9 µM | Q15596 | 370,000 tested, 0.17% active | HEK293 GAL4-SRC2 luciferase reporter, luminescence | AID 651957;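 active means inhibition above the mean inhibition of all tested compounds plus 3 SD, set per campaign, cut at about 52% in these data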;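 further: 0% = DMSO treated cells and 100% = cells given Gossypol at 36 µM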
SRC1 inh = inhibits human SRC1 coactivator; HEK293 GAL4-SRC1 luciferase reporter, luminescence; inhibition, % at 3.6 µM; Q15788; 360,000 tested, 0.12% active;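 active means inhibition above the campaign mean plus 3 SD, with each screening campaign given its own cutoff, cut at about 60% in these data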;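 further: 0% = DMSO treated cells and 100% = gossypol at 36 µM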
TLR9-MyD88 block = blocks human TLR9 binding to MyD88; Q9NR96+Q99836; CHO BLA complementation TLR9-MyD88, CCF4 FRET ratio; inhibition, % at 4.98 µM; 340,000 tested, 0.21% active; AID 504734;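 active means inhibition above the mean over all tested compounds plus 3 SD, cut at about 21% in these data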;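 further: 0% = DMSO only wells and 100% = clavulanate BLA inhibitor control wells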
COUP-TFII inh = blocks human COUP-TFII nuclear receptor. P24468. HEK293T NGFI-A luciferase reporter, luminescence. inhibition, % at 8.6 µM. 370,000 tested, 0.7% active. AID 686940;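 active means inhibition above a per-plate cutoff, mean inhibition of test wells between control levels plus 3 SD, cut at about 38% in these data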;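 further: cells cotransfected with COUP-TFII expression vector driving the NGFI-A reporter; 0% = median of COUP-TF2 test wells and 100% = reporter-only cells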
TROY signal inh = TROY signaling inhibition; Q293 LMP1-TROYcd NF-kB luciferase reporter, 4 h; inhibition, % at 10 µM; 360,000 tested, 0.98% active;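 active means compounds whose plate-normalised and pattern-corrected inhibition of the luciferase reporter signal at the single screening dose is 50% or more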
NOD2 RIPK2 PPI = blocks binding of human NOD2 to RIPK2; O43353; CHO BLA complementation NOD2-RIPK2, CCF4 ratio; inhibition, % at 4.98 µM; 360,000 tested, 0.38% active; AID 624267; in the data active means inhibition above about 21%;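 further: 0% = vehicle only and 100% = reference blocker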
LMP1 NFkB inh = inhibitors of Epstein-Barr LMP1-induced NF-kappaB reporter; LMP1-induced NF-kappaB luciferase reporter cells, luminescence; AID 504558; inhibition, % at 12.5 µM; 350,000 tested, 0.69% active; in the data active means inhibition above about 41%; inconclusive means no clear call, values can overlap the other calls;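 further: 0% = neutral control wells and 100% = reference inhibitor control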
LRH-1 inv ag = suppresses constitutive activity of human LRH-1; O00482; HEK293T StAR-luciferase reporter, LRH-1 transfected, 24 h; inhibition, % at 3.6 µM; 360,000 tested, 0.13% active;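 active means inhibition above the mean inhibition of all tested compounds plus 3 SD, cut at about 73% in these data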;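 further: 0% = DMSO wells and 100% = reporter-only cells lacking LRH-1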
C8 TRAIL sens = sensitizes caspase-8 expressing cells to TRAIL. NB7+C8 cells + TRAIL, ATPlite viability luminescence. inhibition (viability loss, TRAIL sensitization), % at 10 µM. 360,000 tested, 1% active. AID 624354;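 active means compounds causing at least 50% loss of cell viability in the single-dose screen, relative to plate controls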
NCOA3 inh = inhibits human SRC3 coactivator. inhibition, % at 3.6 µM. HEK293 GAL4-SRC3 luciferase reporter, luminescence. 360,000 tested, 0.17% active. Q9Y6Q9;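 active means inhibition above a per-campaign cutoff, the mean of all compounds plus 3 SD, cut at about 60% in these data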;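 further: 0% = DMSO-treated cells and 100% = gossypol-treated cells at 36 µM; higher means less SRC3-driven luciferase light from the GAL4 reporter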
Target sequence (Q9Y6Q9 whole entry, looked up, the tested form may be a part): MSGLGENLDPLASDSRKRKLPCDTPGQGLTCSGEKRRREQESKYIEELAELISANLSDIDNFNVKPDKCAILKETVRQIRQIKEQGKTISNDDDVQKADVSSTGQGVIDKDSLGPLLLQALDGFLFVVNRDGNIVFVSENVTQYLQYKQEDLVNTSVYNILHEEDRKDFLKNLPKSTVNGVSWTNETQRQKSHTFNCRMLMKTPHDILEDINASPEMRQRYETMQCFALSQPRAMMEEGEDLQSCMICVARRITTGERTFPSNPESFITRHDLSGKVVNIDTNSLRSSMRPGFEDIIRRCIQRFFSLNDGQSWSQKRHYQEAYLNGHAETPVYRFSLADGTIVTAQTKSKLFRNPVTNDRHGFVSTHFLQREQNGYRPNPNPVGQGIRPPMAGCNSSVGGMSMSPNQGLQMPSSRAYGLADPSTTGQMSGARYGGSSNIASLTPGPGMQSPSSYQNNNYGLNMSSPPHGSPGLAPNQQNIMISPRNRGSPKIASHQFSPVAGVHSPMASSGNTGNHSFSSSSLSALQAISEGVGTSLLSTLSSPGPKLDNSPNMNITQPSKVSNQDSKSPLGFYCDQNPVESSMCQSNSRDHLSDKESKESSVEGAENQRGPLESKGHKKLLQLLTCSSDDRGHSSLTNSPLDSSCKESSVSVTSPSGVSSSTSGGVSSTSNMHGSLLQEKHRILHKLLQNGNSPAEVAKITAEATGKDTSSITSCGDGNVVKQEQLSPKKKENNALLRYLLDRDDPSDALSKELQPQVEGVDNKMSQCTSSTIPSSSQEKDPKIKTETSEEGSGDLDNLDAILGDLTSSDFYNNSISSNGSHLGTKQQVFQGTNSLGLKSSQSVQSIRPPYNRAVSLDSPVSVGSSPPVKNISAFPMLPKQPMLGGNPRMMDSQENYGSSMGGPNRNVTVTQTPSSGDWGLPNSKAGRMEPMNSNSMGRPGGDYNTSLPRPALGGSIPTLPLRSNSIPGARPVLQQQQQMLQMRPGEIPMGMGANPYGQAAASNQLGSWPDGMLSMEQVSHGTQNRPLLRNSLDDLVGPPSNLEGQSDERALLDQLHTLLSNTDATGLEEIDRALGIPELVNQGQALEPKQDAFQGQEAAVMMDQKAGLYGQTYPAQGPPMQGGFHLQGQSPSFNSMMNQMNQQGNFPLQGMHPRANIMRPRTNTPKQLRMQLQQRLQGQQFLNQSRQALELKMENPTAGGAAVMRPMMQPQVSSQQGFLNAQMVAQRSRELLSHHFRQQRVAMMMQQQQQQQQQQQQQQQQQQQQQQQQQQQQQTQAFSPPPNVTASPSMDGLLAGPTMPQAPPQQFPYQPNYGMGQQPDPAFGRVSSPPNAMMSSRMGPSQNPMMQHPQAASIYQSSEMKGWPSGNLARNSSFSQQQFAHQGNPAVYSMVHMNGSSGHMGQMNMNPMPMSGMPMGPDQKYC
Vif inh = inhibitors of HIV Vif; HEK293T cells, Vif self-association by quenched fluorescence, imaging, 24 h; inhibition, % at 7.49 µM; 340,000 tested, 0.35% active; AID 602346; in the data active means inhibition above about 50%, passing the limit was not always enough; inconclusive means no clear call, values can overlap the other calls; inactive means below about 31%; further: some results filed as inactive read as strong as hits
An asterisk follows results filed as active; ? = inconclusive; / = no result given. Only part of the results is shown. The share of hits here may be higher or lower than overall.

SMILES	NCOA2 inhibitor	SRC1 inh	TLR9-MyD88 block	COUP-TFII inh	TROY signal inh	NOD2 RIPK2 PPI	LMP1 NFkB inh	LRH-1 inv ag	C8 TRAIL sens	NCOA3 inh	Vif inh
CS(=O)(=O)N(CC(=O)NCc1ccc2c(c1)OCO2)c1cccc(Cl)c1	-7.3	-6.6	2.4	-2.2	20.8	6.2	-1.3	-7.7	-2.6	2.6	-4.1
CCOc1ccc(-c2nn(-c3ccccc3)cc2/C=C2\SC(=S)N(Cc3ccco3)C2=O)cc1	-6.1	16.0	10.0	5.2	3.3	3.9	-2.0	14.8	2.7	-7.5	-0.8
C/C(=N\NC(N)=S)c1ccc(Cl)s1	-21.4	-19.0	6.9	11.6	0.5	-1.7	-1.0	49.9	13.3	14.5	-0.7
CCCN(CC(=O)Nc1ccc(F)c(F)c1F)C(=O)CCc1nc2ccccc2c(=O)[nH]1	16.3	-14.6	-13.3	2.2	4.6	-2.1	-0.3	-12.1	23.0	3.9	-2.1
C=CCSc1n[nH]c(-c2ccc(OCCCC)cc2)n1	-93.3	-37.9	8.6	-11.6	-37.5	-8.0	-18.4	-44.3	-14.4	-39.6	-5.1
Cn1c(Cn2c(=O)sc3ccccc32)nnc1SCC(=O)Nc1ccccc1	4.0	-3.4	-16.5	-4.0	-11.1	-13.5	-0.5	-0.5	-11.3	6.4	-0.5
O=C(O)C1(c2ccccc2)CCN(S(=O)(=O)c2ccc(Br)cc2)CC1	-27.7	-7.1	-10.5	10.3	1.6	-5.4	1.1	0.1	-15.5	-9.7	2.9
COCC(=O)N1CCC(Oc2ccc(C(=O)NCc3cc(C)no3)cc2)CC1	-14.2	-7.4	0.3	8.3	-0.7	-3.4	5.9	3.5	11.0	-14.2	-4.2
CCOc1ccc(C(=O)C(CCC(CN(C)C)C(=O)c2ccc(OCC)cc2)CN(C)C)cc1 (centres undefined)	51.6	5.9	19.4	25.6	50.5*	40.3*	66.9*	88.2*	-3.0	41.0	-13.1
CCCC[C@@H]1C=C(C(=O)O)[C@H](c2ccc(C#N)cc2)N1S(=O)(=O)c1ccc(C)cc1	23.1	-5.9	-14.7	4.0	1.1	14.5	-2.8	-21.7	5.3	0.9	3.2
COc1cc(S(=O)(=O)N2CCOCC2)ccc1NC(=O)COC(=O)/C=C/c1cc(OC)c(OC)c(OC)c1	-0.5	3.8	-5.9	5.5	2.9	-12.3	-4.1	-3.8	6.7	16.0	-0.5
CCN(CC(=O)NCc1cccs1)S(=O)(=O)c1ccc(C(C)C)cc1	4.7	-16.8	1.6	6.4	-1.6	-4.4	-8.0	13.7	-11.2	-2.9	17.2
O=C(COc1ccc(Cl)cc1Cl)NCCSc1ccc(Cl)cc1	-5.2	0.3	-4.2	8.7	-11.9	15.8	2.1	-14.6	3.3	-8.8	-5.6
O=C(Oc1cccnc1)c1ccc([N+](=O)[O-])cc1Cl	-16.8	-52.1	0.6	-2.5	17.4	-11.8	3.2	15.7	-6.1	-7.8	0.5
Nc1nc(Nc2cccc(Cl)c2)nc(NCCO)c1[N+](=O)[O-]	4.5	-8.8	-9.1	-16.6	-10.8	-5.1	-19.1	11.7	-12.8	24.6	6.3

9 of the compounds above, as a markdown table:
| structure | NCOA2 inhibitor | SRC1 inh | TLR9-MyD88 block | COUP-TFII inh | TROY signal inh | NOD2 RIPK2 PPI | LMP1 NFkB inh | LRH-1 inv ag | C8 TRAIL sens | NCOA3 inh | Vif inh |
| --- | --- | --- | --- | --- | --- | --- | --- | --- | --- | --- | --- |
| CS(=O)(=O)N(CC(=O)NCc1ccc2c(c1)OCO2)c1cccc(Cl)c1 | -7.3 | -6.6 | 2.4 | -2.2 | 20.8 | 6.2 | -1.3 | -7.7 | -2.6 | 2.6 | -4.1 |
| CCOc1ccc(-c2nn(-c3ccccc3)cc2/C=C2\SC(=S)N(Cc3ccco3)C2=O)cc1 | -6.1 | 16.0 | 10.0 | 5.2 | 3.3 | 3.9 | -2.0 | 14.8 | 2.7 | -7.5 | -0.8 |
| C/C(=N\NC(N)=S)c1ccc(Cl)s1 | -21.4 | -19.0 | 6.9 | 11.6 | 0.5 | -1.7 | -1.0 | 49.9 | 13.3 | 14.5 | -0.7 |
| CCCN(CC(=O)Nc1ccc(F)c(F)c1F)C(=O)CCc1nc2ccccc2c(=O)[nH]1 | 16.3 | -14.6 | -13.3 | 2.2 | 4.6 | -2.1 | -0.3 | -12.1 | 23.0 | 3.9 | -2.1 |
| C=CCSc1n[nH]c(-c2ccc(OCCCC)cc2)n1 | -93.3 | -37.9 | 8.6 | -11.6 | -37.5 | -8.0 | -18.4 | -44.3 | -14.4 | -39.6 | -5.1 |
| Cn1c(Cn2c(=O)sc3ccccc32)nnc1SCC(=O)Nc1ccccc1 | 4.0 | -3.4 | -16.5 | -4.0 | -11.1 | -13.5 | -0.5 | -0.5 | -11.3 | 6.4 | -0.5 |
| O=C(O)C1(c2ccccc2)CCN(S(=O)(=O)c2ccc(Br)cc2)CC1 | -27.7 | -7.1 | -10.5 | 10.3 | 1.6 | -5.4 | 1.1 | 0.1 | -15.5 | -9.7 | 2.9 |
| COCC(=O)N1CCC(Oc2ccc(C(=O)NCc3cc(C)no3)cc2)CC1 | -14.2 | -7.4 | 0.3 | 8.3 | -0.7 | -3.4 | 5.9 | 3.5 | 11.0 | -14.2 | -4.2 |
| CCOc1ccc(C(=O)C(CCC(CN(C)C)C(=O)c2ccc(OCC)cc2)CN(C)C)cc1 (centres undefined) | 51.6 | 5.9 | 19.4 | 25.6 | 50.5* | 40.3* | 66.9* | 88.2* | -3.0 | 41.0 | -13.1 |

(more compounds)
SMILES	NCOA2 inhibitor	SRC1 inh	TLR9-MyD88 block	COUP-TFII inh	TROY signal inh	NOD2 RIPK2 PPI	LMP1 NFkB inh	LRH-1 inv ag	C8 TRAIL sens	NCOA3 inh	Vif inh
Cc1noc(C)c1CSc1nnc2scc(-c3ccc(Cl)cc3)n12	4.5	-46.6	-0.8	6.0	5.0	-1.6	-8.9	-5.1	0.9	1.8	10.8
COc1ccc2c(c1OC)C(=O)N1c3ccccc3SC21 (centres undefined)	-70.5	-91.1	-0.2	-53.1	-48.9	1.4	-14.7	-137.2	26.6	-99.8	1.7
CCC(C)(C)NC(=O)C(c1ccc(C)cc1)N(Cc1cccs1)C(=O)c1ccc2c(c1)OCCO2 (centres undefined)	-12.7	12.1	-9.2	-25.3	54.5*	-11.3	-0.4	-26.6	8.8	10.8	-2.8
COC(=O)C1=CN(c2ccc(OC)cc2)C=C(C(=O)OC)C1c1cccc(F)c1	23.9	-22.4	-1.1	-4.2	3.9	9.5	-23.0	-7.6	8.7	15.8	7.3
COc1ccc2nc(-c3ccccc3)cc(C(=O)N3CCC3)c2c1	-23.7	-22.7	-5.4	11.3	-14.9	-7.1	-4.1	1.0	5.2	12.4	-2.3
COc1cc(C)c(/C=C(\C#N)C(=O)Nc2cccc(C)c2)cc1C(C)C	6.4	-26.0	-1.9	-7.9	83.8*	-5.1	3.8	3.0	4.6	9.3	/
N#CC(C(=O)NC1CCCCC1)=C1CCCCCC1	1.1	-22.5	-7.1	-19.8	-21.6	-6.0	-4.8	-7.7	1.4	-3.4	-4.9
O=c1cc(O)nc(-c2ccc(Cl)cc2)s1	2.1	-40.3	6.8	-4.9	-5.7	6.6	-0.6	-5.7	-3.6	-0.7	-3.9
Nc1nc(Cl)cc(Sc2ccc(F)cc2)n1	-7.3	-6.2	1.8	-25.3	-34.9	-2.4	-0.8	17.3	-11.7	-20.4	/
O=C(c1cccc(S(=O)(=O)NCc2ccccc2)c1)N1CCN(c2ccccc2Cl)CC1	3.5	5.6	-13.9	12.7	10.7	1.8	-3.5	-22.0	10.8	30.7	0.4
COc1cccc2cc(C(=O)C3=C(O)C(=O)N(CCN4CCOCC4)C3c3cccs3)oc12 (centres undefined)	-12.5	-3.6	-3.5	8.6	3.0	-1.2	-2.7	2.3	-4.5	-6.0	1.5
Cc1c(Cl)ccc(S(=O)(=O)NCCN2CCOCC2)c1Cl	-45.8	-6.7	6.6	-4.2	-12.9	-12.0	-32.8	-18.1	-4.5	6.9	26.1
COc1cccc(C(C(=O)Nc2ccc(F)cc2)N(C(=O)Cn2nnc3ccccc32)C2CC2)c1 (centres undefined)	5.0	19.3	8.8	-3.3	-0.4	3.4	-1.4	26.7	-2.0	19.4	?
CN1[C@@H]2CCC[C@H]1CC(NC(=O)c1nn(C)c3ccccc13)C2 (some centres undefined)	-0.1	7.8	2.8	-5.4	-18.7	-1.5	-2.7	-0.4	6.9	5.4	-3.3
COc1cc(C2c3cc4c(cc3OC(NCc3ccccc3)C2C)OCO4)cc(OC)c1OC (centres undefined)	0.7	1.8	2.5	-52.4	23.9	7.9	-5.8	29.4	4.3	17.7	28.0
C[C@H]1CN([C@@H](C)CO)C(=O)CCCn2cc(nn2)CO[C@@H]1CN(C)C(=O)Nc1ccccc1	-16.2	6.8	12.4	5.3	-13.1	0.5	-0.1	5.4	0.7	5.0	42.0
COc1ccc(C(=O)N/C(=C/c2cccnc2)C(=O)Nc2cccc(C(C)=O)c2)cc1OC	-2.0	5.1	-3.4	-0.6	10.2	-9.5	-2.2	7.5	-3.0	10.8	29.0
CC[C@@]12C(=O)N(c3cccc(F)c3)C(=O)N1[C@H](c1ccc(F)cc1)[C@@H]1C(=O)N(C3CCCCC3)C(=O)[C@@H]12	/	0.3	2.4	/	6.2	1.8	-2.5	-6.2	-11.2	-3.0	/
COc1ccc(/C=C(\NC(=O)c2ccc([N+](=O)[O-])cc2)C(=O)NCCCN2CCOCC2)cc1	-4.1	-1.6	-3.2	3.5	9.9	-4.2	4.2	8.4	-31.9	1.4	18.4
O=C(NCC1COCCO1)c1ccc(OC2CCN(CCc3ccccc3)CC2)cc1 (centres undefined)	-7.7	4.6	1.4	11.7	11.8	-0.7	2.0	-0.1	2.1	-7.8	/
O=C(CN1CCCCC1)Nc1ccc(S(=O)(=O)c2ccc(NC(=O)CN3CCCCC3)cc2)cc1	-2.5	-9.9	-10.2	-11.8	13.3	13.7	-35.0	-0.7	2.3	1.6	0.0
CSc1cccc(NS(=O)(=O)c2ccc3c(c2)NC(=O)C(C)C(=O)N3)c1 (centres undefined)	-3.2	-4.8	2.1	2.3	5.3	-4.5	2.0	11.6	6.4	14.6	10.5
CCCCc1nc(NCCNC(=O)c2ccccc2)c(C#N)c2c1CSC(C)(C)C2	9.1	-2.0	-9.2	1.1	0.5	-2.1	1.5	22.2	-6.0	-5.4	-18.0
O=S(=O)(O)C(c1ccccc1)C1(O)CCCCC1 (centres undefined)	2.3	-4.4	-6.5	5.6	7.9	-4.2	-3.8	-19.9	7.0	-10.3	19.4
CCOP(=O)(c1ccccc1)C(O)c1ccccc1 (centres undefined)	7.2	2.9	10.4	-6.1	5.1	-7.3	-6.3	5.7	18.0	14.1	-6.0

Source: PubChem
